CHOP inh: inhibitors of CHOP induction in ER stress response | CHO-K1 CHOP-promoter luciferase, tunicamycin-induced, 15-18 h | inhibition, % at 10 µM | hit rate 3.8% among 220,000;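 active = compounds that reduced the stress-induced luciferase reporter signal by more than about 70% of percent inhibition, limit read from the data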;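 note: 0% = tunicamycin plus vehicle and 100% = wells without tunicamycin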
FXIa inh 1536: factor XIa (human) inhibition | P03951 | purified FXIa, Boc-Glu-Ala-Arg-AMC fluorogenic substrate | inhibition, % at 5 µM | hit rate 0.14% among 220,000;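 active = inhibition of at least 40%; inactive = inhibition below 40%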;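 note: fluorescence of freed AMC excited at 355 nm; 0% = enzyme without compound and 100% = no enzyme blank; many of its hits are not listed in these tables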
Target sequence (P03951 19-387 limits assumed): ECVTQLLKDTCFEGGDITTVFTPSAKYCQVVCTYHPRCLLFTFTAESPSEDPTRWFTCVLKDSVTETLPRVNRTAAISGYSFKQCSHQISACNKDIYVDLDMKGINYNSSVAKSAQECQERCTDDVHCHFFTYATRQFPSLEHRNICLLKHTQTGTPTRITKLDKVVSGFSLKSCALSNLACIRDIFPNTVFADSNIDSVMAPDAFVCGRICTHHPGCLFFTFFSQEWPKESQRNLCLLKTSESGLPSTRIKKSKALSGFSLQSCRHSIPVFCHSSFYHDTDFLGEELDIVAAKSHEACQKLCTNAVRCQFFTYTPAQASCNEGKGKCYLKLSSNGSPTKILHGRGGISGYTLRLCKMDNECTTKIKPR
Target sequence (P03951 388-625 limits assumed): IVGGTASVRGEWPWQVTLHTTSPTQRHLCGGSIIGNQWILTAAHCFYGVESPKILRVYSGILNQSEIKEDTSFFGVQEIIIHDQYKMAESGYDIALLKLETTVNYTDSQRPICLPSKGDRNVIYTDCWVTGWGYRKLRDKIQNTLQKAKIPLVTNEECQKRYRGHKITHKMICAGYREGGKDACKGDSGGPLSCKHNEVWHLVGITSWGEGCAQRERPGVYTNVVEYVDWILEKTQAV
PGE2 EP2 inh: inhibitors of human EP2 prostaglandin E2 receptor; C6 glioma cells expressing human EP2, cAMP TR-FRET; cells stimulated with saturating PGE2; inhibition, % at 25 µM; hit rate 0.52% among 260,000; AID 1422;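 active = percent inhibition above 40 after rounding to a whole number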;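 note: rat C6 glioma host cells with rolipram phosphodiesterase inhibitor present; the protocol text gives 20 µM as final concentration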
Target sequence (P43116 whole entry, looked up): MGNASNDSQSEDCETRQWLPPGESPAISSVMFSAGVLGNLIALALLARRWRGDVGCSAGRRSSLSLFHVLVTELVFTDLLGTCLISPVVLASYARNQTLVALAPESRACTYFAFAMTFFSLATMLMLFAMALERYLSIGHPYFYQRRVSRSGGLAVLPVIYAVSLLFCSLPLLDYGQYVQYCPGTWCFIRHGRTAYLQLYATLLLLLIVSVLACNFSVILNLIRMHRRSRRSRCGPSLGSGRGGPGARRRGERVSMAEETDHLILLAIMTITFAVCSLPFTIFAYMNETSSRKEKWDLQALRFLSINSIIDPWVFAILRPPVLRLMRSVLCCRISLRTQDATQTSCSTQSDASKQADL
PPC-1+TRAIL kill: PPC-1 cancer cell killing with TRAIL present; PPC-1 cells + TRAIL, ATPLite viability luminescence; cell killing (% activity), % at 4 µM; AID 1443; hit rate 0.41% among 220,000;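 active = cell killing above 50% in the first pass at 4 µM, then a duplicate retest at 5 µM averaging 50% or more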;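 note: plate controls were cells with TRAIL plus DMSO for no effect and medium-only wells lacking cells for full effect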
TNF death inh: TNF-alpha cell death inhibition in Jurkat FADD-/- cells. hit rate 0.068% among 220,000. AID 463075. activation (protection from cell death), % at 10 µM. Jurkat FADD-/- TNF necroptosis rescue, ATP luminescence, 24 h; 0 = TNF only, 100 = no-TNF cells;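 active = activation, meaning protection from cell death, of at least 50% relative to plate controls; inactive = activation below 50%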;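 note: necroptosis triggered by 40 ng/mL TNF-alpha added together with compound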
Wee1 stabilizer: human Wee1 degradation inhibition, primary screen; P30291; HeLa Luc-Wee1K328M stability, luciferase luminescence; 100% = proteasome inhibitor MG132 effect; hit rate 1.2% among 220,000; AID 1321; reporter increase, % at 5 µM;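 active = activation above the mean of all tested compounds plus 3 SD, set per screening run, cut at about 8.8% in these data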;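 note: cells exposed to compound for 20 h before luminescence read; 0% = DMSO alone and 100% = MG132 at 30 µM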
L929 necroptosis: L929 zVAD cell death inhibition | L929 zVAD necroptosis rescue, ATP luminescence, 24 h; with zVAD 60 µM | AID 1377 | hit rate 0.38% among 220,000 | viability rescue, % at 10 µM;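 active = activation, scaled between plate controls, above about 75%, limit read from the data; inactive = activation under that limit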;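 note: 0% = zVAD with DMSO and 100% = DMSO alone without zVAD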
FXIIa inh 1536: factor XIIa (human) inhibition; purified FXIIa, Boc-QGR-AMC fluorogenic substrate, 2 h; inhibition, % at 5 µM; hit rate 0.3% among 220,000; AID 800; in the data active = inhibition above about 40%;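 note: 0% = enzyme with no compound and 100% = blank without enzyme; many of its hits are not listed in these tables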
Tb hexokinase: T. brucei hexokinase 1 inhibition | recombinant TbHK1, G6PDH-coupled NADH A340 | hit rate 0.11% among 220,000 | inhibition, % at 10 µM;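 active = inhibition of 50% or more in the single-dose primary screen; inactive = inhibition below 50%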
Starred values were filed as active, the others as inactive; . = not tested or not shown; & = joins results of further samples; [ ] = dose if it differs, or a comment.

SMILES	CHOP inh	FXIa inh 1536	PGE2 EP2 inh	PPC-1+TRAIL kill	TNF death inh	Wee1 stabilizer	L929 necroptosis	FXIIa inh 1536	Tb hexokinase
O=C(CSc1ccc(-c2ccccc2)nn1)N1CCN(c2ccccc2)CC1	-8	5	6	9	0.9	-2	1.1	10	-2
CCOC(=O)c1cccc(NC(=O)CSc2nnc(-c3ccncc3)n2CCCOC)c1	-8	4	10	-6	0.6	-1	2.2	17	0
COc1cccc(Cn2nnc(C(=O)NCCc3ccc(Cl)cc3)c2N)c1	46	-10	4	3	0.4	1	0.9	-6	4
Cc1nc2c(C(=O)NCc3ccc4c(c3)OCO4)c[nH]n2c(=O)c1Cc1ccccc1F	18	4	9	15	-0.4	2	2.7	22	7
Cc1cc2ccccc2c(=O)n1CC(=O)NCC(=O)N1CCN(c2cccc(Cl)c2)CC1	89*	5	8	-16	-2.8	8	-0.6	9	11
O=C(O)Cn1cc2c(n1)CCCCC2	31	2	15	-9	-2.2	-1	-0.1	17	-5
Cc1[nH][nH]c(=O)c1C(c1ccc(-c2cccc(C(=O)O)c2)o1)c1c(C)[nH][nH]c1=O	-6	-1	15	4	-1.1	4	22	5	-4
O=C(Nc1ccc(NC(=O)c2ccco2)nc1)c1ccco1	-12	-5	6	53*[5 µM]	-1.3	0	5.2	0	-5
COc1ccc(N(CC(=O)NCCSCc2ccco2)S(=O)(=O)c2ccccc2)cc1	18	-6	3	11	-1.6	-1	0.0	5	9
O=C(O)CC(NC(=O)Nc1ccccc1)c1ccc(OC2CCCC2)cc1 (stereo unspecified)	-3	-4	5	9	2.3	-1	1.2	4	-2
CSc1sc(C(=O)O)c(C)c1C(C)=O	3	2	5	15	-1.8	-3	0.5	-4	-17
O=C(NC1CCCCCC1)c1ccc2c(=O)n3c(nc2c1)CCCCC3	32	-6	9	-6	-2.0	-1	0.4	13	-9
Cc1ccc(C)c(NC(=S)NC2CC3CCC(C2)N3Cc2ccco2)c1 (stereo unspecified)	-16	0	8	20	-7.4	-1	-0.2	7	0
CCn1c(=O)c([N+](=O)[O-])c(N2CCN(Cc3ccc4c(c3)OCO4)CC2)c2ccccc21	-2	4	9	9	-12	-1	0.0	16	-25
O=C(OCC1CC(c2ccccc2)=NO1)c1ccco1 (stereo unspecified)	16	-1	7	-1	5.5	0	1.5	-1	-7
CC(C(=O)NCC1CCCCC1)N1CCN(S(=O)(=O)c2ccccc2F)CC1 (stereo unspecified)	22	1	3	22	6.9	-1	0.6	10	0
COC(=O)c1sccc1-n1cccc1C(=O)N1CCOCC1	1	1	10	30	-1.6	-2	0.2	10	-7
O=C(CSc1ncnc2nc[nH]c12)Nc1ccc(Br)cc1Cl	11	2	10	20	1.9	-3	1.1	5	-6
COc1ccc(NC(=O)Cn2nnc(C(=O)NCc3ccccc3)c2N)c(OC)c1	18	-2	2	37	0.9	4	0.9	10	-5
COc1ccc(OCCSc2nnc(-c3cccnc3)n2N)cc1	8	2	5	-8	-0.3	-2	.	9	5
CN1CCN(C(=O)/C(=C\c2cccs2)NC(=O)c2ccco2)CC1	13	5	2	14	1.7	0	-0.6	7	-21
Nc1cccc(C(=O)OCC(=O)Nc2cccc3c2C(=O)c2ccccc2C3=O)c1	51	-1	8	17	-1.8	0	0.3	0	5
COc1ccccc1N(CC(=O)NCc1ccccc1)C(=O)CCC(=O)Nc1cc(C)ccn1	17	8	5	23	-0.2	-1	-0.1	13	-7
CCOC(=O)C1CCCN(c2c(NCCN3CCCCC3C)c(=O)c2=O)C1 (stereo unspecified)	6	4	10	-8	1.7	-2	1.5	4	-18
CCOC(=O)C1CCCN(C(=O)COc2ccccc2F)C1 (stereo unspecified)	4	-4	6	8	0.6	2	0.6	4	-2

Look-ups from the results shown.
Cc1ccc(C)c(NC(=S)NC2CC3CCC(C2)N3Cc2ccco2)c1 (stereo unspecified) in PPC-1+TRAIL kill is listed with 20
O=C(NC1CCCCCC1)c1ccc2c(=O)n3c(nc2c1)CCCCC3 in TNF death inh is listed with -2.0

Next section
SMILES	CHOP inh	FXIa inh 1536	PGE2 EP2 inh	PPC-1+TRAIL kill	TNF death inh	Wee1 stabilizer	L929 necroptosis	FXIIa inh 1536	Tb hexokinase
CCCOc1ccccc1N1C(=O)CC(N(O)c2ccccc2)C1=O (stereo unspecified)	7	-4	4	26	-1.2	-1	1.9	5	-3
Cc1ccc(S(=O)(=O)N/N=C/c2ccc(OCC(=O)Nc3ccccc3Cl)cc2)cc1	-20	0	.	23	-0.9	0	1.3	13	-8
COCCOC(=O)C1=C(C)OC(N)=C(C#N)C1c1ccc2c(c1)OCO2 (stereo unspecified)	0	21	-4	24	-2.5	2	0.0	27	-11
CN(C)C(=S)Nc1ccc(Br)c(Cl)c1	5	2	15	5	1.5	4	0.8	11	-2
CCCOc1ccc(-c2nnc(-c3ccncc3)o2)cc1	-4	-3	4	15	-4.9	2	5.9	8	-10
CC(C)(C)c1cc(NC(=O)CCl)n(-c2ccccc2)n1	-82	2	9	-1	-9.7	1	1.2	12	-7
O=Cc1ccc(-n2cncn2)cc1	4	-4	2	-3	0.9	-3	6.3	3	-2
CCC(CC)c1nnc(NC(=O)c2nc3nc(C)cc(C)n3n2)s1	-7	6	14	7	2.3	-1	-0.9	-2	-13
CN(C)C=NC(=O)/C(C#N)=C1\CCc2ccccc2N1	22	3	15	-11	15	4	83*	-8	-44
NS(=O)(=O)c1ccc(NC(=O)CN2CCN(Cc3ccccc3)CC2)cc1	-4	0	39	7	2.0	0	0.3	9	-1
Cc1ccc2nc(NC(=O)C3CCN(S(=O)(=O)c4cc([N+](=O)[O-])ccc4Cl)CC3)sc2c1	97*	0	11	15	-4.6	3	0.9	3	7
Cc1sc2nc(CN(C(=O)NC3CCCCC3)C3CCCCC3)[nH]c(=O)c2c1C	19	4	13	12	0.9	-1	1.1	6	-3
Cn1ncc(Cl)c1C(=O)N/N=C/c1cccc(OC2CSC2)c1	0	2	14	21	-0.5	3	0.1	21	-6
O=C(Nc1ccc(N2CCOCC2)c(Cl)c1)c1cccc(F)c1	-16	14	19	30	2.0	7	3.0	22	2
N#CC(C(=O)OC1CCCCC1)c1nc2ccccc2nc1N1CCOCC1 (stereo unspecified)	4	1	12	-11	-1.7	-2	-0.1	15	14
Cc1ccccc1-n1c(SCC(=O)N/N=C/c2ccccc2OCC(=O)O)nc2ccccc2c1=O	9	4	9	6	1.6	1	0.0	8	-10
C=CCNC(=O)C1CC2Cn3c(nc4cc(C)c(C)cc43)C2N1C (stereo unspecified)	-43	2	9	18	3.1	.	-0.1	11	-7
COc1ccc(NC(=O)C2CCN(c3nnnn3-c3ccccc3)CC2)cc1	18	8	12	13	-1.6	3	-0.3	23	-4
CCOc1ccc(-n2ccnc2SCC(=O)Nc2nnc(C)s2)cc1	27	0	13	-6	-0.5	4	0.1	11	6
O=C(Nc1nnc(COc2ccc(F)cc2)s1)c1ccco1	6	4	8	-4	0.3	4	-0.2	15	-11
CCOC(=O)c1c(NC(=O)CN2C(=O)CN(C)C2=O)sc(C)c1C	1	3	4	-4	1.5	-2	3.9	9	-7
C=CCNc1cnn(-c2ccc(C)cc2)c(=O)c1Cl	-9	3	-1	15	-3.8	0	-0.1	15	-3
CCOC(=O)C1(C)NC(c2ccccc2F)C2C(=O)N(c3cccc(C(C)=O)c3)C(=O)C21 (stereo unspecified)	-2	5	10	1	-2.2	2	-0.2	17	7
CCCc1[nH]n(-c2nc3ccccc3s2)c(=O)c1C=NCC1CCCO1 (stereo unspecified)	11	-16	6	14	0.2	-1	0.0	-4	32
Cc1cc(-n2cnc(-c3cn[nH]c3C)n2)no1	-11	9	1	-13	1.1	1	2.3	1	4

(further entries)
SMILES	CHOP inh	FXIa inh 1536	PGE2 EP2 inh	PPC-1+TRAIL kill	TNF death inh	Wee1 stabilizer	L929 necroptosis	FXIIa inh 1536	Tb hexokinase
COCCOC(=O)C1=C(C)NC(=O)CC1c1cc2c(cc1Br)OCO2 (stereo unspecified)	-14	3	7	8	-1.1	2	-0.4	2	1
CCOC(=O)N1CCN(C(=O)CCc2ccc(S(=O)(=O)NCCc3ccccc3)cc2)CC1	-4	16	3	7	-0.1	-1	-1.2	24	7
O=C(Nc1cccc(C(F)(F)F)c1)C(=O)N1CCCCC1	0	-1	3	22	0.9	2	1.8	8	-5
Cc1c(Br)c(=O)oc2c(Br)c(O)c(O)cc12	-10	25	14	16	6.5	2	0.7	27	27
O=C1c2oc3ccccc3c(=O)c2C(c2cccnc2)N1Cc1ccco1 (stereo unspecified)	-11	4	1	3	-1.0	8	0.1	20	-2
CCN1CCN(CCCN(Cc2ccco2)C(=S)Nc2ccc(C)c(Cl)c2)CC1	13	-3	1	-3	1.2	-3	-0.9	10	-9
S=c1[nH]c(-c2ccccc2)cn1/N=C/c1cccnc1	8	3	6	22	2.2	0	0.0	12	0
CCn1c(C)[n+](CC)c2ccc(C(=O)N(C)c3ccccc3)cc21	5	-6	4&8	10	0.6	4	7.0	5	7
Cc1ccn2cc(C(=O)NCc3ccco3)nc2c1	-6	0	5&4	-6	0.0	3	2.1	2	2
Cc1cc(C)c(S(=O)(=O)N(CC(=O)N2CCCC2)C2CCCCC2)c(C)c1	28	-6	9	28	-3.4	-1	-0.7	1	-8
O=C(Nc1ccccc1)O/N=C1\CCCCC1c1ccc([N+](=O)[O-])cc1[N+](=O)[O-] (stereo unspecified)	22	-1	15	-1	-2.7	0	0.0	10	-1
CC1(C)CCCC2=C1CC1C(=O)N(Cc3cccnc3)C(=O)C1C2 (stereo unspecified)	5	2	5	3	2.0	-1	0.4	-3	-4
O=C(COc1ccc([N+](=O)[O-])cc1)Nc1ccccc1N1CCCC1	11	1	-1	29	-0.9	1	0.7	10	-11
Cc1ccc(S(=O)(=O)N(C)c2ccc(C(=O)N3CCc4ccccc4C3)cc2)cc1	26	-1	4	18	-0.1	5	2.6	8	2
CCOC(=O)Cn1nnnc1C	-13	-3	11	14	0.4	1	6.4	6	4
NS(=O)(=O)c1ccc(NC(=O)COC(=O)c2cc3ccccc3cc2O)cc1	1	6	3	10	2.2	1	1.8	6	3
O=C(NCCCn1ccnc1)c1cccc(S(=O)(=O)N2CCCCCC2)c1	8	0	9	-19	-1.4	0	0.0	18	-1
O=C(NC(NC(=S)Nc1cc(Cl)ccc1Cl)C(Cl)(Cl)Cl)c1ccco1 (stereo unspecified)	38	-2	6	8	-1.4	-1	-0.1	1	-2
COc1ccc(-c2nc(Cn3c(SCc4cccc(F)c4)nc4ccncc43)c(C)o2)cc1OC	39	-2	10	12	1.8	1	3.1	9	-7
COC1=C(Nc2ccc(OC)cc2)C(=O)c2ccccc2C1=O	2	7	7	26	-6.6	1	0.7	12	23
CCOc1ccccc1OCCC(=O)OCC(=O)c1ccc[nH]1	7	-5	11	20	0.4	-3	1.4	3	1
Cn1c(=O)c(C(=O)COc2ccc(F)cc2Cl)c(N)n(Cc2ccccc2)c1=O	79*	-6	8	-13	4.2	4	0.6	2	0
COc1ccc(-c2nc(N)c(C#N)c(-c3cccnc3)c2C)cc1	-4	-2	8	-3	3.0	2	0.0	6	-34
Cn1c(SCC(=O)NNC(=O)c2ccc(Br)cc2)nnc1-c1cccnc1	-7	-5	4	14	0.4	-1	2.7	9	-1
COCC(=O)Nc1ccccc1C(=O)Nc1ccc(OC)cc1	8	0	8	11	0.1	1	0.3	-9	4
CCN(CC)C(=O)CSc1nc(C)cc(-c2cccs2)c1C#N	-5	-8	13	-22	0.8	-1	0.1	-2	-5

Ordered by value in Tb hexokinase (highest first): some entries from above.
Molecule	Tb hexokinase
Cc1c(Br)c(=O)oc2c(Br)c(O)c(O)cc12	27
CCOC(=O)Cn1nnnc1C	4
CC1(C)CCCC2=C1CC1C(=O)N(Cc3cccnc3)C(=O)C1C2 (stereo unspecified)	-4

Screening results from PubChem BioAssay.

These rows are one share of the data; rates above refer to the full screens.
